Bioassay records as filed in PubChem BioAssay.
IL-1B inflam inh – inflammasome signaling inhibition, IL-1 beta readout | THP-1 LPS/ATP IL-1B secretion, AlphaLISA, 16 h; active compounds read low | activity change, % at 57.5 µM | hit rate 4.7% among 360,000 | AID 743279; in the data active = activity change below about -50%; inconclusive = mostly about -30% to -49%; also: % is scaled to controls: 0 for no effect and ±100 for the full control effect
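Secreted IL-1B measured by AlphaLISA bead assay after 16 h compound exposure of THP-1 cells; compounds (final up to 57.5 uM) added 1 h before LPS (250 ng/mL) and ATP (1.25 mM) stimulation; lower signal means less secretion.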
GLP-1R agonist – agonists of human GLP-1 receptor; HEK293 GLP-1R CRE-luciferase, luminescence, 4-6 h; cells express a hypersensitive GLP-1R form; P43220; Potency, µM (titrated, usually from 45.6 µM), without a hit: at the top dose activation, usual class: activators; hit rate 0.007% among 380,000; AID 624172; also: potency is read from the fitted curve at half-maximal effect; % of control where 0% means no effect
Target sequence (P43220 whole entry, looked up): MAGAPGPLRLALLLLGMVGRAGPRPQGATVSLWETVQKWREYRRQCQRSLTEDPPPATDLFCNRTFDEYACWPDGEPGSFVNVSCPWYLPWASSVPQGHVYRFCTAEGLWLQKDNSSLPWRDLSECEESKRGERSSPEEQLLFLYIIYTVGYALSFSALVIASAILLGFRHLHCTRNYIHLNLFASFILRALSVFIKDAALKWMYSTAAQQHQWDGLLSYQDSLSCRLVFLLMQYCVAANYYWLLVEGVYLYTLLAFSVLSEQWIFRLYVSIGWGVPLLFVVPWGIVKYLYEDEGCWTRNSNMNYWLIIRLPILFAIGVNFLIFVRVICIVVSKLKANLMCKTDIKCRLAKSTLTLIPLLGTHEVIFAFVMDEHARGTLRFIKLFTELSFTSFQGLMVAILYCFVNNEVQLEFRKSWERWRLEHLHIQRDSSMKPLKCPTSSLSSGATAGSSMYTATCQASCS
HT1080NT lethal – kills 2HG-producing HT-1080-NT fibrosarcoma cells | HT-1080-NT fibrosarcoma viability, CellTiter-Glo ATP luminescence, 48 h | Potency, µM (series often up to 46.1 µM), for the others: at the top dose activity, negative = less viability, most hits filed as cytotoxic | hit rate 1.6% among 360,000;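 also: NT is the 2HG producing partner of a matched IDH1 knockdown line; potency is read from the fitted curve at half-maximal effect; 0% = DMSO-treated cells and -100% = media-only wells without cells; nearly all actives have a fitted effect of over 55% in size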
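Viability by CellTiter-Glo luminescence after 48 h compound exposure at 37C of HT-1080-NT cells (750/well, RPMI, 5% FBS). % activity scaled between DMSO wells and medium-only wells, then curve-fitted and categorized by curve class.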
D3 antag – antagonists of human D3 dopamine receptor; P35462; hit rate 2.5% among 360,000; max response, negative = inhibition, %; D3R cells, DiscoveRx beta-arrestin luminescence, antagonist mode; active compounds read low; in the data active = max response below about -50%; inconclusive = no clear call, values can overlap the other calls; also: % is scaled to controls: 0 for no effect and ±100 for the full control effect; mostly tested at two doses, the higher about 12 µM
Target sequence (P35462 whole entry, looked up): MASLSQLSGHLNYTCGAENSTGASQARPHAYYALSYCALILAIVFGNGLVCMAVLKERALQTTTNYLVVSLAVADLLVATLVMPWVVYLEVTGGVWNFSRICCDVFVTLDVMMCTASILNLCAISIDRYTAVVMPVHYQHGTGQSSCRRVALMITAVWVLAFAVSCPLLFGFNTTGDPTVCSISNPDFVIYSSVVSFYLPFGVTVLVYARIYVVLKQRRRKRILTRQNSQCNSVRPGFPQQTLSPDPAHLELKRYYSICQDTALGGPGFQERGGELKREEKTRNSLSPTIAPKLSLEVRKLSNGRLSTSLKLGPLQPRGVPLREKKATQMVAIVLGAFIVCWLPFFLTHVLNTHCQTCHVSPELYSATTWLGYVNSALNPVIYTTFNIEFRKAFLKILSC
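Cells expressing the human receptor were seeded at 1500 cells/well, incubated overnight at 37 degrees C in 5% CO2, then exposed to library compounds with dopamine controls for 90 minutes at 37 degrees C before luminescent detection.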
KB-V1 cytotox – KB-V1 MDR subline cytotoxicity | KB-V1 MDR cells viability, CellTiter-Glo, 72 h | Potency, µM (series often up to 46.1 µM), for inactives: at the highest dose activity change, negative = cytotoxicity, most hits filed as cytotoxic | hit rate 3.4% among 400,000 | AID 1347076; also: potency is read from the fitted curve at half-maximal effect; % is scaled to controls: 0 for no effect and ±100 for the full control effect; nearly all actives have a fitted effect of over 60% in size
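Luminescent ATP read-out (CellTiter-Glo, 10 min) measures survival of drug-selected KB-V1 MDR cells after 72 h, 37 degrees C compound exposure. Medium: phenol-red-free DMEM, 10% FBS. Values from fitted concentration-response curves.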
D3 ag – agonists of human D3 dopamine receptor; max activation, %; D3R DiscoveRx beta-arrestin cells, luminescence, 90 min; AID 652048; P35462; hit rate 0.58% among 410,000; in the data active = max activation above about 30%; also: 0% is about no effect; mostly tested at two doses, the higher about 12 µM
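Cells at 1500/well, incubated overnight, then treated with pinned compounds (dopamine as control) for 90 min at 37 degrees C. DiscoveRx reagent added for 30 - 60 minutes at room temperature; luminescence read.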
KB-3-1 tox – KB-3-1 parental cell cytotoxicity | KB-3-1 viability, CellTiter-Glo ATP luminescence, 72 h | Potency, µM (top dose mostly 46.1 µM), for the others: at the highest dose activity change, negative = cytotoxic, usual class: cytotoxic | hit rate 1.4% among 400,000 | AID 1347075; also: potency is read from the fitted curve at half-maximal effect; % is scaled to controls: 0 for no effect and ±100 for the full control effect; nearly all actives have a fitted effect of over 60% in size
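KB-3-1 parental drug-naive adenocarcinoma cells in DMEM/10% FBS, incubated 72 h at 37 C with pin-transferred compounds across a concentration series. Viability by CellTiter-Glo luminescence; concentration-response curves fitted after normalization.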
HT1080 IDH1KD tx – kills HT-1080 cells with IDH1 knockdown; Potency, µM (titrated, usually from 46.1 µM), for the others: top-dose activity, negative = toxicity, hits mostly cytotoxic; hit rate 2% among 360,000; HT-1080 IDH1 knockdown viability, ATP luminescence, 48 h;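 also: potency is read from the fitted curve at half-maximal effect; 0% = DMSO wells and -100% = cell-free medium wells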
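Using the IDH1-knockdown HT-1080 line run in the same batch and compound series as the NT line, viability after 48 h at 37 °C was determined by CellTiter-Glo luminescence and expressed as % activity.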
SW480 rereplic – DNA re-replication induction in SW480 cells | SW480 DNA re-replication, Hoechst DNA content imaging, 48 h | AID 624297 | hit rate 1.8% among 340,000 | Potency, µM (titrated, usually from 46.1 µM), for inactives: top-dose re-replication activation, hits mostly activators; also: potency is read from the fitted curve at half-maximal effect; % of control where 0% means no effect; nearly all actives have a fitted effect of over 55% in size
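Cells (250 per well) received 23 nL compound or DMSO by pin tool and were kept 48 hr at 37 C, 5% CO2. Nuclei were then stained with Hoechst for 40 min and scanned for DNA content.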
An asterisk follows results filed as active; u = inconclusive; x = no result given; & = joins results of further samples; [ ] = dose if it differs, or a comment. Unless noted, calls follow the shape of the dose curve; as a rule, active = well fitted curve in the direction sought with a large enough effect; inconclusive = small, poorly fitted or top-dose-only effect, or another doubt; inactive = no such curve, though single readings can be large; an effect the other way counts as inactive or inconclusive. This is a random part of the collection; overall some 12% were active at least once.

SMILES	IL-1B inflam inh	GLP-1R agonist	HT1080NT lethal	D3 antag	KB-V1 cytotox	D3 ag	KB-3-1 tox	HT1080 IDH1KD tx	SW480 rereplic
Cc1cnc(NC(=O)NCC2CCCC(CNC(=O)Nc3ncc(C)s3)C2)s1 (stereo not given)	-98.1*	-1.0%	u	-25.7	-18.3%	4.8	u	u	15.8%
S=C(Nc1ccccc1Cl)N1CCCCC1	0.0	-9.8%	10.5%	12.7	-16.7%	-5.1	5.9%	4.3%	-3.0%
Cn1c(=O)[nH]c(=O)c2c1[nH]c(=S)n2Cc1ccc(Cl)cc1	-1.3	-4.7%	-0.6%	0.0	-0.9%	-1.8	1.5%	8.2%	-5.0%
O=C(CN1CCN(c2ncccn2)CC1)N1CCc2ccccc21	-2.0	-3.6%	4.2%	-81.7*	8.3%	-21.3	4.2%	0.3%	1.0%
O=C(COC(=O)/C=C/c1cccc(Br)c1)NC1CCCC1	-16.9	0.0%	23.6%	-5.7	-5.4%	-4.8	-0.9%	26.2%	u
CC(C)C(=O)Nc1c2c(nn1-c1ccc(F)cc1)CSC2	7.3	-1.8%	-1.3%	8.9	-0.3%	3.4	2.6%	14.2%	-10.7%
O=C(CN1CCN(c2ccccc2)CC1)Nc1ccccc1Cl	0.6	-5.1%	-0.4%	0.2	-13.6%	5.9	-5.0%	-0.7%	u
Cn1c(=O)c2c(ncn2CC(=O)NCc2cccnc2)n(C)c1=O	26.3	-12.4%	23.2%	-0.3	23.2%	5.4	13.1%	13.6%	-2.4%
CCOc1ccc(-c2nnn(CC(=O)NCc3ccc(OC)cc3)n2)cc1OCC	24.9	-0.4%	-0.7%	15.2	-10.4%	2.9	23.5%	23.2%	1.1%
O=C1c2ccccc2C(=O)N1Cc1cc(-c2ccc(Cl)cc2)no1	24.3	5.9%	-4.0%	11.6	1.7%	5.7	-4.7%	20.8%	0.9%
CC(C)OCCCn1c(=O)c2ccccc2n2c(CCC(=O)O)nnc12	-10.5	0.9%	12.5%	14.4	0.0%	1.3	12.9%	14.4%	0.1%
CCOC(=O)c1cc(-c2ccc(F)cc2)n(CC(=O)NCc2cccnc2)c1C	37.2	13.1%	-2.7%	-8.0	u	-0.9	1.0%	-0.8%	-3.0%
COc1ccc(-c2nn(C)c(=O)c3ccccc23)cc1NC(=O)Cn1nc(C)c2ccccc2c1=O	-8.7	8.8%	u	u	20.6µM*	-32.4	-26.9%	u	28.5%
O=C(Cn1c(C(F)(F)F)nc2ccccc21)c1ccc(F)cc1	4.3	2.3%	0.0%	-29.6	6.7%	-24.0	-1.1%	-0.8%	-0.1%
Cc1cccc(NC(=O)C(Cc2ccccc2)NS(=O)(=O)c2ccc3c(c2)c(=O)n(C)c(=O)n3C)c1 (stereo not given)	x	-2.1%	x	x	2.3%	-7.8	2.3%	x	x
CN1CCCC1CCNc1ccc2c(=O)c3ccccc3oc2c1 (stereo not given)	-82.7*	4.8%	-8.6%	15.0	28.9%	1.1	0.0%	-2.7%	u
Oc1ccc(N2CCN(c3ncnc4sc(-c5ccccc5)cc34)CC2)cc1	-69.8*	20.2%	13µM*	6.6	u	-1.0	-10.6%	u	13.9%
O=C(c1ccoc1)N1CCN(c2cc(-c3ccccc3)nc3cc(-c4ccccc4)nn23)CC1	-2.7	-5.5%	-24.6%	13.9	u	2.3	16.4µM*	u	x
NC(=O)CC(NC(=O)c1ccccc1)c1ccc(N2CCC(N3CCCC3)CC2)c([N+](=O)[O-])c1 (stereo not given)	19.4	8.3%	8.8%	-22.8	1.4%	-2.9	23.7%	20.2%	-4.9%
O=C(NCCN1C(=O)S/C(=C\c2ccc(Cl)c(Cl)c2)C1=O)C1COc2ccccc2O1 (stereo not given)	-56.3*	-3.0%	1.9%	57.1	16.7%	13.6	11.5%	6.2%	4.9%
Cc1ccc(C(C)C)c(OCCn2ccnc2C)c1	3.3	18.1%	-29.8%	-5.7	-23.8%	-7.9	-3.6%	-0.4%	-4.6%
COc1ccc(CCN2C(=O)NC(NC(C)=O)(C(F)(F)F)C2=O)cc1OC (stereo not given)	16.8	16.9%	17.9%	3.0	u	5.3	14.3%	18.9%	1.3%
Nn1c(Cc2ccccc2)nnc1Cc1ccccc1	9.7	1.7%	19.1%	2.5	u	0.7	13.3%	0.0%	-0.4%
O=C(c1ccc(Cl)cc1)N1CCN(c2cc(=O)[nH]nc2-c2ccccc2)CC1	-21.9	8.7%	15.3%	-11.5	12.7%	2.2	10.4%	9.7%	-1.6%
COC(=O)C1CCN(C(=O)COC(=O)CSc2ccc(C(N)=O)cc2[N+](=O)[O-])CC1	21.8	-6.1%	5.3%	1.8	-2.8%	8.1	8.4%	10.9%	1.5%
Brc1ccc(-c2csc(N/N=C/c3ccc4c(c3)OCO4)n2)cc1	-15.4	-6.2%	-0.6%	10.3	14.0%	0.6	-1.8%	1.0%	-4.8%
COc1ccc(-c2csc(N)n2)cc1	-22.9	2.4%	5.7%	6.6	-6.2%	-1.5	3.1%	14.5%	7.7%
O=c1c2ccccc2oc2ccc(Oc3ccccc3)cc12	-10.4	16.6%	20.6%	0.0	u	6.3	-15.2%&-20.7%	6.7%	-1.1%
O=C(COc1ccc(F)cc1Br)Nc1ccccc1N1CCCC1	48.4	-4.2%	-4.7%	7.4	-5.4%	1.5	-1.8%	-7.5%	x
S=C1NC2=C(CCCC2=C2SCCS2)C(c2ccccc2)N1 (stereo not given)	-83.5*	16.2%	-18.1%	6.0	-6.5%	4.2	-12.6%	-20.6%	u
Cc1ccc(-n2ncc3c(Nc4cccc(C(=O)O)c4)ncnc32)cc1	u	-11.5%	-0.6%	-21.7	7.4%	-6.4&9.9	18.5%	1.7%	-3.8%
COCCNC(=O)C(c1ccc(C)o1)N(Cc1ccc(OC)cc1)C(=O)Cn1nnc2ccccc21 (stereo not given)	-3.5	-4.4%	11.1%	15.2	0.5%	-3.9	3.5%	20.0%	-0.1%
CCSc1nnc(NC(=O)CCc2ccc(OC)cc2)s1	24.6	-5.0%	12.4%	2.9	17.0%	-2.0	-3.8%	1.3%	-0.3%
COC(=O)c1ccc(NS(=O)(=O)c2ccc3c(c2)n(C)c(=O)c(=O)n3C)cc1	x	-1.5%	x	x	u	-7.4	-14.2%	x	x
Cc1ccc(OC(C)C(=O)N(C)c2ccccc2)c([N+](=O)[O-])n1 (stereo not given)	42.1	-7.3%	6.6%	21.9	-10.8%	2.4	-5.5%	17.1%	-13.4%
Cc1nc(-c2ccc(F)cc2)c(CC(=O)N(C)CC(=O)Nc2c(C)cccc2C)s1	10.0	-3.5%	4.8%	3.2	0.0%	-3.7	-2.0%	21.4%	-3.7%
COc1ccc(/C=N/NC(=S)Nc2cccc(C(=O)O)c2)cc1OC	28.5	-3.2%	-0.4%	10.1	11.0%	6.9	11.5%	-4.1%	-8.1%
CN1CCN(C(=O)c2ccc(CSc3nc4ccncc4n3Cc3ccc(F)cc3)cc2)CC1	-22.8	2.6%	-18.8%	-11.9	-2.1%	-4.9	7.3%	-13.4%	-5.5%
CCC(C)N1CCN(S(=O)(=O)Cc2ccccc2)CC1 (stereo not given)	-5.5	2.7%	u	-10.1	-0.2%	-9.4	0.3%	-2.2%	-7.9%
Cc1ccc(C=Nc2ccccc2C(N)=O)o1	4.2	0.9%	20.5%	2.2	23.4%	2.2	0.0%	19.1%	-95.3%[inhibitor]
COC(=O)c1ccc2nc(-c3ccc(F)cc3)c(Cc3ccc(C)cc3)n2c1	14.8	17.8%	1.7%	19.7	9.2µM*	1.6	u	4.9%	x
O=C(CN1C(=O)c2cccnc2Oc2ccc(Cl)cc21)NCCCc1ccccc1	-7.7	2.9%	18.3%	52.6	u	6.3	-4.1%	12.1%	-28.7%
Cc1ccc(S(=O)(=O)N/N=C/c2c(F)cccc2Cl)cc1	16.5	-11.6%	7.5%	-87.3*	-5.5%	-6.8	16.6%	8.9%	-61.9%[inhibitor]
COC(=O)c1c(-c2c(Cl)cccc2Cl)noc1C(=O)NNC(=O)N(C)C	14.4	13.4%	7.9%	-1.5	6.1%	-4.6	11.2%	16.1%	-8.6%
CCOC(=O)Cn1c(-c2cccnc2Cl)nc2cc(Cl)c(Cl)cc21	0.6	3.0%	-12.9%	u	20.6µM*	-17.9	-1.9%	-27.6%	-9.5%
Nc1cccc(-c2nnc3n2CCCCC3)c1	-2.4	1.6%	4.5%	5.0	0.8%	-1.7	-1.3%	-0.1%	-8.1%
